# Growth percent in the NCI-60 one-dose screen (48 h, 10 µM unless noted): 100 = growth as untreated, 0 = no growth, -100 = all killed.
# UACC-62 – UACC-62 melanoma. actives 5.4% (n = 81,000). AID 1794756
# SK-MEL-2 – SK-MEL-2 melanoma; actives 4.7% (n = 77,000); AID 1794763
# HS 578T – HS 578T breast cancer; actives 4.1% (n = 78,000); AID 1794788
# MALME-3M – MALME-3M melanoma; actives 5.8% (n = 78,000); AID 1794766
# BT-549 – BT-549 breast cancer | actives 4.4% (n = 78,000) | AID 1794793
# T-47D – T-47D breast cancer; actives 5% (n = 79,000); AID 1794792
# UACC-257 – UACC-257 melanoma; actives 4.4% (n = 78,000); AID 1794764
# SK-MEL-28 – SK-MEL-28 melanoma; AID 1794761; actives 4.1% (n = 81,000)
# An asterisk follows results filed as active; x = not tested or not shown. The calls were made as follows: active = growth percent below 10; inactive = the rest.
1. CCCC(=O)OCCOc1ccccc1
2. CC(C)(C)c1ccc([I+]c2ccc(C(C)(C)C)cc2)cc1
3. Cc1ccc(-c2[nH]c(=S)[nH]c(=O)c2C#N)s1
4. Cc1ccc(C(=O)/C=C/c2ccccc2)cc1
5. Oc1ccc(NCc2ccc(Oc3ncnc4ccccc34)cc2)cc1
6. C[C@@H](O)[C@@H]1NC(=O)[C@@H](CCCCn2cnnn2)NC(=O)[C@H](Cc2c[nH]c3ccccc23)NC(=O)[C@@H](Cc2ccccc2)NC(=O)[C@H](NC(=O)[C@H](N)Cc2ccccc2)CSSC[C@H](C(=O)N[C@H](CO)[C@@H](C)O)NC1=O
7. CCOC(=O)c1ccc(Nc2nc(NN)nc(-c3ccccc3)c2C#N)cc1
8. Cc1cc(N2CCOCC2)nc(-n2ccc3ccccc32)n1
9. Cc1ccc(Cn2cc(Cn3c(=O)c(-c4nc5ccccc5[nH]4)cc4ccccc43)nn2)cc1
10. Cc1nc2ccccc2n1C(=O)CN1CCOCC1
assay / compound	1	2	3	4	5	6	7	8	9	10
UACC-62	x	-42*	127	105	81	95	94	81	86	101
SK-MEL-2	95	-2.7*	92	102	92	99	113	x	104	98
HS 578T	89	29	108	108	94	90	109	91	75	102
MALME-3M	111	-61*	104	103	102	108	97	109	66	96
BT-549	x	-5.1*	99	115	83	117	95	76	87	101
T-47D	x	11	100	98	77	102	89	74	104	97
UACC-257	85	1.1*	105	108	104	110	114	106	91	108
SK-MEL-28	111	6.3*	123	117	102	99	95	98	94	113

11. CCn1cc(C(=O)NN=C2CCN(C)CC2)c(=O)c2ccc(C)nc21
12. NC(=S)N/N=C/c1ccc([N+](=O)[O-])o1
13. C#C[C@]1(O)CC[C@H]2[C@@H]3CC=C4c5sc(-c6ccccn6)nc5CC[C@]4(C)[C@H]3CC[C@@]21C
14. O=C(/C=C/c1ccc(O)cc1)OCCCc1ccc(O)cc1
15. CC1Cc2c(N(C)C)ncnc2N2CCCc3cccc1c32 (centres undefined)
16. COC(=O)c1ccc(C)c([N+](=O)[O-])c1
17. CCOc1nc2c(c(=O)n(C)c(=O)n2C)n1C
18. C=CCN1C(=O)/C(=C/c2ccc(N(C)C)cc2)SC1=Nc1ccc(Cl)c(Cl)c1
19. N#CC1CCCCCC1
20. O=c1nc2sc3cc(F)ccc3cc-2s1
assay / compound	11	12	13	14	15	16	17	18	19	20
UACC-62	84	105	68	x	89	104	105	55	113	88
SK-MEL-2	101	105	71	104	108	111	101	98	111	104
HS 578T	83	107	14	101	79	114	113	86	98	62
MALME-3M	105	151	82	105	106	125	103	76	110	101
BT-549	97	104	60	81	127	x	103	78	116	106
T-47D	90	105	85	87	92	100	107	93	104	81
UACC-257	93	100	71	104	x	113	102	92	106	98
SK-MEL-28	94	106	44	x	114	114	105	88	109	103

21. COc1ccc(C2=NN(C(=O)c3ccc(S(C)(=O)=O)cc3)C(c3ccccc3)C2)cc1 (centres undefined)
22. O=C(O)c1cc(-c2cccc(Cl)c2)nc2ccccc12
23. COC1CC(OS(=O)(=O)c2ccc(C)cc2)C(O)C(C)O1 (centres undefined)
24. Nc1ccc(S(=O)(=O)Nc2cccc(N)c2)cc1
25. CCCCCCCCCCCCCC1=NCC[N+]1(CCO)Cc1ccccc1 (centres undefined)
26. CC(C)OC(=O)[C@H](C)NP(=O)(OC[C@H]1O[C@@H](n2cnc3sc4c(=O)[nH]c(N)nc4c32)C(F)(F)[C@@H]1OP(=O)(N[C@@H](C)C(=O)OC(C)C)Oc1ccccc1)Oc1ccccc1 (some centres undefined)
27. CCO/C=N/c1oc(-c2ccccc2)cc1C#N
28. CCCCCCCCCCCCCCCCSC(=S)N1CCCCC1
29. COc1cc(-c2nc3occn3c2-c2ccnc(NCCCNS(=O)(=O)c3ccccc3)n2)ccc1F
30. COC(=O)/C=C1/SC(=NCc2ccccc2)N(Cc2ccco2)C1=O
assay / compound	21	22	23	24	25	26	27	28	29	30
UACC-62	91	101	88	101	-87*	28	85	106	4.3*	91
SK-MEL-2	91	104	98	132	-62*	39	102	104	34	95
HS 578T	102	x	94	83	-37*	72	88	108	76	104
MALME-3M	105	97	102	112	-76*	94	100	x	18	101
BT-549	102	101	101	121	-51*	37	85	98	30	87
T-47D	98	104	117	100	-73*	10	104	105	8.4*	98
UACC-257	91	102	85	98	-72*	64	96	100	41	81
SK-MEL-28	116	111	115	112	-91*	40	100	109	38	112

# From no. 1 to 3, copied from above:
1. CCCC(=O)OCCOc1ccccc1
2. CC(C)(C)c1ccc([I+]c2ccc(C(C)(C)C)cc2)cc1
3. Cc1ccc(-c2[nH]c(=S)[nH]c(=O)c2C#N)s1
assay / compound	1	2	3
UACC-62	x	-42*	127
SK-MEL-2	95	-2.7*	92
HS 578T	89	29	108
MALME-3M	111	-61*	104
BT-549	x	-5.1*	99
T-47D	x	11	100
UACC-257	85	1.1*	105
SK-MEL-28	111	6.3*	123

# The list continues:
31. C/C(=N\O)c1ccccc1
32. O=C(NNc1ccccc1)Nc1ccccc1
33. c1ccc(C(CC2CCCCC2)c2cc3ccccc3s2)cc1 (centres undefined)
34. O=C(c1ccc([N+](=O)[O-])cc1)N(Cc1ccccc1)Cc1ccccc1
35. CCc1c(C)c2ccc(O)c(C(=O)/C=C/c3cc(OC)c(OC)c(OC)c3)c2oc1=O
36. Cc1ccc(-c2cc(C(=O)N=Nc3c(O)[nH]c4ccc(Cl)cc34)c3ccccc3n2)cc1
37. COc1ccc(C(=O)COc2ccc(/C=C3\C(=O)Nc4ccc(Cl)cc43)cc2)cc1
38. O=C(Nc1c(Cl)cccc1Cl)Nc1c(Cl)cccc1Cl
39. COc1ccc(Nc2ccc(N)cc2)cc1
40. COc1ccc(C2=NOC(C(=O)N3CC(C)OC(C)C3)C2)cc1OC1CCCC1 (centres undefined)
assay / compound	31	32	33	34	35	36	37	38	39	40
UACC-62	98	103	97	61	77	82	80	96	95	95
SK-MEL-2	109	x	98	86	92	111	78	103	104	109
HS 578T	102	108	108	86	102	89	94	110	103	104
MALME-3M	109	96	101	101	105	90	105	98	107	109
BT-549	99	x	103	98	98	106	88	93	95	93
T-47D	99	105	75	91	82	88	76	109	105	x
UACC-257	90	89	x	99	98	92	105	105	103	99
SK-MEL-28	107	110	109	114	100	89	110	119	101	111

# Five records drawn at random from those above:
32. O=C(NNc1ccccc1)Nc1ccccc1
33. c1ccc(C(CC2CCCCC2)c2cc3ccccc3s2)cc1 (centres undefined)
31. C/C(=N\O)c1ccccc1
39. COc1ccc(Nc2ccc(N)cc2)cc1
40. COc1ccc(C2=NOC(C(=O)N3CC(C)OC(C)C3)C2)cc1OC1CCCC1 (centres undefined)
assay / compound	32	33	31	39	40
UACC-62	103	97	98	95	95
SK-MEL-2	x	98	109	104	109
HS 578T	108	108	102	103	104
MALME-3M	96	101	109	107	109
BT-549	x	103	99	95	93
T-47D	105	75	99	105	x
UACC-257	89	x	90	103	99
SK-MEL-28	110	109	107	101	111

# (further entries)
41. COc1cccc(CN2C(=O)OC(C)(COC(C)=O)C2=O)c1OC (centres undefined)
42. Cc1cc(=O)oc2cc(OCCOc3ccc(/C=C/C(=O)Nc4ccc(Cl)cc4)cc3)ccc12
43. O=c1[nH]c(N2CCOCC2)nc2c(-c3cccc4c3sc3ccccc34)cccc12
44. NC(=O)c1ccccn1
45. Fc1ccc(C2=NN(c3cc(Cl)cc(Cl)c3)C(c3cccc(Nc4ccnc5cc(C(F)(F)F)ccc45)c3)C2)cc1 (centres undefined)
46. COc1ccc2c(c1OC)C(=O)OC2CC(=O)c1ccc(O)cc1O (centres undefined)
47. N#Cc1c(-c2cccc(F)c2)cc(-c2ccccn2)[nH]c1=O
48. CC(C)(CNC1CCCCC1)OC(=O)c1ccccc1
49. CCCC(=O)OCc1ccco1
50. O=C1Nc2cc(Cl)ccc2/C1=C\c1ccc(OCc2ccccn2)cc1
assay / compound	41	42	43	44	45	46	47	48	49	50
UACC-62	101	98	86	x	83	104	91	106	105	50
SK-MEL-2	103	121	87	114	93	33	106	116	89	110
HS 578T	104	108	98	105	108	115	100	x	128	x
MALME-3M	111	111	95	x	103	103	106	99	99	82
BT-549	114	124	95	107	108	118	90	100	98	66
T-47D	100	102	79	95	89	102	90	104	97	62
UACC-257	98	113	111	96	101	28	104	110	110	102
SK-MEL-28	105	106	102	109	102	110	102	114	110	108

# 4 compounds from above, ordered by SMILES length, smallest number first:
46. COc1ccc2c(c1OC)C(=O)OC2CC(=O)c1ccc(O)cc1O (centres undefined)
50. O=C1Nc2cc(Cl)ccc2/C1=C\c1ccc(OCc2ccccn2)cc1
43. O=c1[nH]c(N2CCOCC2)nc2c(-c3cccc4c3sc3ccccc34)cccc12
45. Fc1ccc(C2=NN(c3cc(Cl)cc(Cl)c3)C(c3cccc(Nc4ccnc5cc(C(F)(F)F)ccc45)c3)C2)cc1 (centres undefined)
assay / compound	46	50	43	45
UACC-62	104	50	86	83
SK-MEL-2	33	110	87	93
HS 578T	115	x	98	108
MALME-3M	103	82	95	103
BT-549	118	66	95	108
T-47D	102	62	79	89
UACC-257	28	102	111	101
SK-MEL-28	110	108	102	102

# New compounds follow:
51. COc1cc2oc(-c3cccc(NC(=O)[C@@H](NC(=O)OC(C)(C)C)C(C)C)c3)cc(=O)c2c(OC)c1OC
52. C=CCn1c(SCC(=O)Nc2cccc(C(=O)/C=C/c3cccc([N+](=O)[O-])c3)c2)nc2ccccc2c1=O
53. CCNC1(S(=O)(=O)O)C(=O)Nc2ccccc21 (centres undefined)
54. S=C(Nc1ccccc1)Nc1ccccc1Cl
55. O=C(CCl)NC(Cc1ccccc1)C(=O)OCC(=O)c1ccc(-c2ccccc2)cc1 (centres undefined)
56. O=C(O)c1cn(C2CC2)c2cc(N3CCN(C(=O)c4cc(-c5ccccc5)nc5ccccc45)CC3)c(F)cc2c1=O
57. COc1cc(/C=C2\C(=O)Nc3cc(Cl)ccc32)ccc1OCc1ccccn1
58. CSc1ncc(C(N)=O)c(N)n1
59. N=C(N)Sc1cc(O)ccc1O
60. O=C(COc1ccc(/C=C2\C(=O)Nc3ccc(Cl)cc32)cc1)Nc1ccccc1
assay / compound	51	52	53	54	55	56	57	58	59	60
UACC-62	79	77	101	87	95	85	94	103	97	82
SK-MEL-2	113	x	117	97	x	106	108	x	108	105
HS 578T	100	92	106	110	81	91	101	x	128	96
MALME-3M	129	90	109	100	x	96	95	108	121	86
BT-549	108	111	120	87	100	91	97	92	109	104
T-47D	69	79	108	93	100	93	100	97	111	88
UACC-257	115	99	107	101	93	105	123	89	103	98
SK-MEL-28	117	95	108	105	102	98	107	114	131	111

61. COc1ccc2[nH]cc(C(c3ccccc3)N3CCCC3)c2c1 (centres undefined)
62. Cc1ccc(-c2csc(=N)n2CC(=O)N2CCOCC2)cc1
63. CC(O)CNC(=O)Nc1ccccc1 (centres undefined)
64. COCCOc1cnc2ccn([C@H](C)c3nnc4c(F)cc(-c5cnn(C)c5)cn34)c(=O)c2c1
65. O=c1c(/C=N/Nc2nc(-c3ccccc3)cs2)coc2ccc(F)cc12
66. CS(=O)(=O)Nc1cc(-c2ccc3ncnc(Nc4ccc5c(cnn5Cc5ccncc5)c4)c3c2)cnc1Cl
67. Nc1cc(Cl)ccc1S(N)(=O)=O
68. CC(=O)c1cccc([N+](=O)[O-])c1
69. COc1cccc2cc3c(nc12)CC(c1ccccc1)CC3=O (centres undefined)
70. CCOC(=O)C1=C(c2ccccc2)N=C2SC=C(c3cccc([N+](=O)[O-])c3)N2C1c1ccc(Cl)cc1 (centres undefined)
71. Cc1c(C(=O)Nc2ccc(C(=O)N3CCOCC3)cc2)nnn1-c1ccccc1
72. C#CCOc1cccc(Nc2ncnc3c2ncn3C2CCN(C(=O)C=C)C2)c1 (centres undefined)
73. COc1ccc(-c2cc(-c3cc(OC)ccc3OC)nc3sc(C(=O)c4ccc(Cl)cc4)c(N)c23)cc1
assay / compound	61	62	63	64	65	66	67	68	69	70	71	72	73
UACC-62	91	98	99	21	89	32	96	104	102	92	100	79	86
SK-MEL-2	x	111	x	x	109	-0.1*	100	93	120	106	110	57	97
HS 578T	91	118	104	x	97	-6.1*	114	148	x	92	103	82	112
MALME-3M	85	131	95	9.1*	98	21	97	83	108	88	107	95	87
BT-549	87	99	109	105	123	16	93	93	104	96	113	83	108
T-47D	81	97	102	95	97	2.5*	90	105	104	91	105	77	79
UACC-257	90	103	105	69	108	59	91	103	113	88	104	74	90
SK-MEL-28	106	108	99	44	109	33	105	122	106	100	112	95	110
